Screening results deposited in PubChem BioAssay by several laboratories.
TLR9-MyD88 block – TLR9-MyD88 interaction inhibition; Q9NR96+Q99836; inhibition, % at 4.98 µM; 0.21% of 340,000 active; CHO BLA complementation TLR9-MyD88, CCF4 FRET ratio;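 active = inhibition above the mean over all tested compounds plus 3 SD, cut at about 21% in these data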;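 also: 0% = DMSO only wells and 100% = clavulanate BLA inhibitor control wells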
TWEAK-Fn14 inh – blocks TWEAK-Fn14 interaction in a reporter cell assay; TWEAK-stimulated Fn14 reporter cells, luciferase luminescence, 8 h; 2% of 360,000 active; inhibition, % at 10 µM; in the data active = inhibition above about 50%
NCOA2 inhibitor – inhibits human steroid receptor coactivator 2 | Q15596 | HEK293 GAL4-SRC2 luciferase reporter, luminescence | inhibition, % at 9 µM | 0.17% of 370,000 active | AID 651957;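 active = inhibition above the mean inhibition of all tested compounds plus 3 SD, set per campaign, cut at about 52% in these data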;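 also: 0% = DMSO treated cells and 100% = cells given Gossypol at 36 µM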
SRC1 inh – inhibitors of human steroid receptor coactivator 1 (SRC1) | Q15788 | AID 588354 | 0.12% of 360,000 active | HEK293 GAL4-SRC1 luciferase reporter, luminescence | inhibition, % at 3.6 µM;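 active = inhibition above the campaign mean plus 3 SD, with each screening campaign given its own cutoff, cut at about 60% in these data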;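 also: 0% = DMSO treated cells and 100% = gossypol at 36 µM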
Target sequence (Q15788 whole entry, looked up, the tested form may be a part): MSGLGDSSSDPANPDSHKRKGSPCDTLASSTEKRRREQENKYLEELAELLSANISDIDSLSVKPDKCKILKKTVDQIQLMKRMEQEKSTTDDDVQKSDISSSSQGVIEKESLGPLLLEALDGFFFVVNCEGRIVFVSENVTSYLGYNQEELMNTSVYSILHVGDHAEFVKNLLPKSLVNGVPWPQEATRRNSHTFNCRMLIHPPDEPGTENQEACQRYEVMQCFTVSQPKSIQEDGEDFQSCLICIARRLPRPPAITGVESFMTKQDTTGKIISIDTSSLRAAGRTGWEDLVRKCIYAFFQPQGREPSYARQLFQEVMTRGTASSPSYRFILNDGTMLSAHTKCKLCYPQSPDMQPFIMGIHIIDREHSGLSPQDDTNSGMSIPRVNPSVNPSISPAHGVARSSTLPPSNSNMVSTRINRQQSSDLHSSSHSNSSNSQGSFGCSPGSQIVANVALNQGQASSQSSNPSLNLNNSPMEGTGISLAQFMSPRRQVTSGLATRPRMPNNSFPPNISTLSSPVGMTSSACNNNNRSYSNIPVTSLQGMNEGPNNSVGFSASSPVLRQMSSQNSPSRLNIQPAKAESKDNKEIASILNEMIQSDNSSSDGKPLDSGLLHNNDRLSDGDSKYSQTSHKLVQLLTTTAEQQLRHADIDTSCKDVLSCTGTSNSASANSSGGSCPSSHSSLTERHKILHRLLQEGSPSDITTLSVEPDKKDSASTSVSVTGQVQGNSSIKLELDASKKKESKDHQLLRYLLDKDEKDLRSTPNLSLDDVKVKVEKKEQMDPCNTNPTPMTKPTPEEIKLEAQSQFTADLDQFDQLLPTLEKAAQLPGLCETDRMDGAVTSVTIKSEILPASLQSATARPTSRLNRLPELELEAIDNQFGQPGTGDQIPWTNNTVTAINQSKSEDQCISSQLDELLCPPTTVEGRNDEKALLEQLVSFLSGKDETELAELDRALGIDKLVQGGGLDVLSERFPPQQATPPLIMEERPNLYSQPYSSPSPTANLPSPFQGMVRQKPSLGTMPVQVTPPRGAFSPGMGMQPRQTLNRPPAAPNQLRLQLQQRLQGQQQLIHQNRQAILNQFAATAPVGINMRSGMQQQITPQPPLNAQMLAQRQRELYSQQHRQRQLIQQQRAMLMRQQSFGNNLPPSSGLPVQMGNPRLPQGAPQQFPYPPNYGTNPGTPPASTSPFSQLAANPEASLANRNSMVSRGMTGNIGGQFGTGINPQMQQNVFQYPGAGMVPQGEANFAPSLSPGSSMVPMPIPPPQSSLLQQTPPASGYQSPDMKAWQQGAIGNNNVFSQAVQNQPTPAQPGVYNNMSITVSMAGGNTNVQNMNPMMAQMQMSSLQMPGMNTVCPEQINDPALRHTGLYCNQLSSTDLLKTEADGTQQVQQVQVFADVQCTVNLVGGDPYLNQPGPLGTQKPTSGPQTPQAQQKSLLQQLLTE
NOD2 RIPK2 PPI – blocks binding of human NOD2 to RIPK2. CHO BLA complementation NOD2-RIPK2, CCF4 ratio. O43353. inhibition, % at 4.98 µM. 0.38% of 360,000 active; in the data active = inhibition above about 21%;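 also: 0% = vehicle only and 100% = reference blocker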
LRH-1 inv ag – suppresses constitutive activity of human LRH-1. AID 602396. HEK293T StAR-luciferase reporter, LRH-1 transfected, 24 h. O00482. inhibition, % at 3.6 µM. 0.13% of 360,000 active;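 active = inhibition above the mean inhibition of all tested compounds plus 3 SD, cut at about 73% in these data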;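 also: 0% = DMSO wells and 100% = reporter-only cells lacking LRH-1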
COUP-TFII inh – NR2F2 (human) inhibition, primary screen | HEK293T NGFI-A luciferase reporter, luminescence | inhibition, % at 8.6 µM | 0.7% of 370,000 active | AID 686940;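 active = inhibition above a per-plate cutoff, mean inhibition of test wells between control levels plus 3 SD, cut at about 38% in these data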;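 also: cells cotransfected with COUP-TFII expression vector driving the NGFI-A reporter; 0% = median of COUP-TF2 test wells and 100% = reporter-only cells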
EBV LMP1 NFkB – Epstein-Barr LMP1 NF-kappaB reporter inhibition. LMP1-induced NF-kappaB luciferase reporter cells, luminescence. inhibition, % at 12.5 µM. 0.69% of 350,000 active; in the data active = inhibition above about 41%;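 also: 0% = neutral control wells and 100% = reference inhibitor control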
SRC3 inh – human NCOA3 inhibition; Q9Y6Q9; HEK293 GAL4-SRC3 luciferase reporter, luminescence; inhibition, % at 3.6 µM; 0.17% of 360,000 active;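 active = inhibition above a per-campaign cutoff, the mean of all compounds plus 3 SD, cut at about 60% in these data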;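 also: 0% = DMSO-treated cells and 100% = gossypol-treated cells at 36 µM; higher means less SRC3-driven luciferase light from the GAL4 reporter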
TROY NFkB inh – blocks TROY-dependent signaling in reporter cells | Q293 LMP1-TROYcd NF-kB luciferase reporter, 4 h | inhibition, % at 10 µM | 0.98% of 360,000 active | AID 1347056;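 active = compounds whose plate-normalised and pattern-corrected inhibition of the luciferase reporter signal at the single screening dose is 50% or more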
TRAIL sens C8 – sensitizes caspase-8 expressing cells to TRAIL | 1% of 360,000 active | inhibition (viability loss, TRAIL sensitization), % at 10 µM | NB7+C8 cells + TRAIL, ATPlite viability luminescence | AID 624354;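 active = compounds causing at least 50% loss of cell viability in the single-dose screen, relative to plate controls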
Active calls of the source: *; x = no result given. A portion of the library; count on the stated rates, not on these rows.

molecule	TLR9-MyD88 block	TWEAK-Fn14 inh	NCOA2 inhibitor	SRC1 inh	NOD2 RIPK2 PPI	LRH-1 inv ag	COUP-TFII inh	EBV LMP1 NFkB	SRC3 inh	TROY NFkB inh	TRAIL sens C8
CCc1noc(C)c1C(=O)N1CCCC1	2	2	x	-4	-14	-7	x	-3	-3	15	-23
COc1ccc(-c2nnc3sc(-c4cccs4)nn23)cc1OC	15	-15	-8	-5	-2	13	-4	-4	3	-37	3
O=C(CSc1nnc(Cc2ccsc2)o1)c1ccccc1	x	-22	-35	-24	3	-14	-28	x	-7	-20	11
Cc1[nH]c2ccccc2c1C(=O)C(=O)NCCCn1ccnc1	1	-12	2	-17	1	16	-27	2	-4	3	-15
COc1ccc(N2C(=O)CS(=O)C(c3ccccc3)C2=O)cc1 (stereo not drawn)	1	-12	-35	-19	7	1	-6	-15	-5	-30	0
CC(=O)c1ccc(C(=O)N2CCC(CO)(Cc3cccc(C(F)(F)F)c3)CC2)cc1	-6	6	19	-7	10	-5	29	6	15	16	2
CC(N)c1csc(Nc2nccc(C(F)(F)F)n2)n1 (stereo not drawn)	x	8	7	11	2	8	0	x	0	20	-4
CCCCOC(=O)CCn1[nH]c(=O)c2ccccc2c1=O	-2	16	1	-2	-2	-3	-7	-4	13	-2	-11
Nc1nc(SCC(=O)N2CCN(c3ccc(F)cc3)CC2)n[nH]1	-3	11	-1	-16	2	-9	1	-1	12	-6	6
O=C(c1cc2ccccc2oc1=O)N(c1ccc(Cl)cc1)C1C=CS(=O)(=O)C1 (stereo not drawn)	-2	-29	-9	0	-1	-5	-28	-8	0	2	1
COc1ccc(OCC(O)CNC(=O)c2ccc(C)cc2)cc1 (stereo not drawn)	3	4	-1	-7	2	3	9	5	6	-2	8
CCCCC1CCC(C(=O)N2CCOCC2)CC1 (stereo not drawn)	-5	9	11	9	-12	13	10	4	10	10	-7
COCCNC(=O)c1ccccc1NC(=O)c1ccc(OC)c(OC)c1	0	6	-10	23	-6	17	-17	0	1	-3	-2
Cc1cccc(NC(=S)N2CCN(Cc3ccccc3)CC2)c1C	2	8	-1	9	-5	10	-1	1	9	-2	-6
COc1ccc(CCNC(=O)c2nnc(Cc3c(F)cccc3Cl)o2)cc1OC	-1	-5	-9	-6	4	-5	16	7	8	-5	-1
Cc1ccc(S(=O)(=O)N2CCOCC2)cc1NC(=O)CSCc1c(C)noc1C	-2	-18	13	-1	6	-1	3	-2	16	-15	-7
CC(C)(C)NC(=O)Cn1cnc([N+](=O)[O-])n1	-6	18	-15	-15	-6	16	-16	3	14	-6	4
O=C(Nc1ccc2c(c1)OCCO2)c1cnc2ccccn2c1=O	-12	70*	-59	-109	6	-113	-61	28	-68	-20	40
O=C(NCc1cccs1)c1cc(-c2ccc(O)cc2)on1	-1	-42	-41	-74	6	-91	-24	-38	-48	-38	-1
CCN(CC)CCCNc1cc(C)nc2cc(-c3cccs3)nn12	-2	-14	-8	16	-1	-7	-5	-7	-6	17	-2
CC(C)CC(=O)N(Cc1ccc(F)cc1)C1CCS(=O)(=O)C1 (stereo not drawn)	2	-1	-21	-19	-15	0	5	-6	3	-4	-1
Cc1cc(NC(=O)Nc2cc(C)nn2-c2ccccc2)n(-c2ccccc2)n1	-1	-4	-24	-9	-4	2	-4	2	22	-15	1
CCn1nccc1C(=O)Nc1ccc(C)c(C)c1	-5	-17	x	-38	-9	-65	x	-27	-52	-53	9
NC(=O)[C@@H]1CCOc2c(F)cc([N+](=O)[O-])cc2C(=O)N[C@@H](CO)C(=O)NCC(=O)N1	-5	3	-23	-11	-9	1	5	10	-19	-8	1
COc1cc(OC)cc(C(=O)OCC(=O)Nc2ccc(N3CCCCC3)cc2)c1	-14	8	-9	-11	-9	-1	-6	3	-11	-1	-1
Cc1nn(-c2ccc(Cl)cc2)c2[nH]c(CCl)cc(=O)c12	-7	-7	18	1	2	13	-6	-17	5	13	2
COC(=O)CSc1nc2ccccc2c(=O)n1Cc1ccccc1	-14	18	6	-2	2	-5	-40	-5	-10	13	3
Cc1ccc([C@@H]2CC=C(C(=O)O)[C@H](c3cccc(F)c3)N2S(=O)(=O)c2ccccc2C)cc1	0	2	10	-1	-4	4	0	-6	5	2	1
COc1ccc(-c2csc3nc(C)nc(N4CCN(c5ccc(C(C)=O)cc5)CC4)c23)cc1OC	-10	-6	-29	-4	-18	1	11	9	0	13	-13
COc1cc2cnc(-c3ccccc3)c(-c3cc(OC)c(OC)c(OC)c3)c2cc1OC	-11	-6	-74	5	-6	21	-7	13	-3	-13	27
Cc1cc(NC(=O)COC(=O)C(Nc2ccc(C(F)(F)F)cc2Cl)C(C)C)no1 (stereo not drawn)	-1	25	15	-1	-2	9	7	0	1	16	5
C[C@@H]1CN([C@H](C)CO)C(=O)c2cccc(NC(=O)NC3CCCCC3)c2O[C@@H]1CN(C)C(=O)Nc1ccc(C(F)(F)F)cc1	7	6	x	-10	4	-2	x	4	13	11	1
Cc1ccccc1C(=O)OC(C)C(=O)NCc1ccc2c(c1)OCO2 (stereo not drawn)	-5	0	6	-7	-13	17	-10	0	17	3	-17
S=C(NCCN1CCOCC1)N/N=C/c1c2ccccc2cc2ccccc12	14	-38	-13	1	-5	16	-30	-8	5	-55	-16
Cc1cccc(N2CN=c3s/c(=C\c4ccccn4)c(=O)n3C2)c1	-5	6	7	2	4	5	6	7	10	-3	-15
CC1=NN(c2ccccc2)C(=O)/C1=C/c1ccc(Cl)cc1	-4	-5	-6	12	6	-6	-12	-9	-11	13	-8
CCOC(=O)CCCNC(=O)COc1ccccc1C#N	0	-5	3	-7	-10	5	-3	-11	1	-10	-23
CC(=O)Nc1ccc(S(=O)(=O)N(C)Cc2cnn(C)c2)cc1	4	4	-23	-1	1	1	1	1	0	8	-4
O=C(CCN1CCN(c2ccccc2)CC1)N/N=C/c1ccccc1OC(F)F	2	2	-4	20	-10	7	4	9	27	4	-1
CC1CCN(c2nnc(-c3cccs3)c3ccccc23)CC1	11	-4	2	-27	6	-4	-9	-1	-13	-11	-3
COCCN(C(=O)COC(=O)c1c(NC(C)=O)sc(C)c1C)c1c(N)n(Cc2ccccc2)c(=O)[nH]c1=O	-1	-18	1	-10	-7	7	4	8	12	8	51*
COc1ccccc1S(=O)(=O)N(C)C[C@@H]1OCc2cnnn2CCCC(=O)N([C@@H](C)CO)C[C@H]1C	2	-3	-3	-12	-13	-1	12	4	-4	-15	-5
O=C(O)CCC(=O)NCc1ccc2[nH]c3c(c2c1)CCCC3	0	0	20	-6	0	-1	10	-1	8	-7	-9
CC1CCN(C2=NC(=O)/C(=C/c3cn[nH]c3-c3ccccc3)S2)CC1	3	-33	-29	7	4	-11	-7	12	-21	-24	-6
CCOC(=O)Cc1csc(NC(=O)c2cccs2)n1	-11	-24	-26	-39	0	-45	-28	-24	-85	-43	0
N#Cc1ccc(OCC(O)CN2CCN(CC(O)COc3ccc(C#N)cc3)CC2)cc1 (stereo not drawn)	-1	1	-4	-14	-10	0	5	0	1	8	4
CCCC(=O)c1cc(F)c(N2CCN(S(=O)(=O)c3ccccc3)CC2)cc1C	-9	-3	14	1	0	2	14	6	0	-11	7
C[C@H]1CCC[C@]2(O[C@H](CCO)C[C@@H](O)[C@@H]2O)O1	-3	15	-13	4	-4	-3	10	6	9	-20	14
Cc1cc([N+](=O)[O-])nn1CC(=O)Nc1cnc2ccccc2c1	-13	-5	5	-9	-9	-5	9	-3	-9	-14	1
O=C(O)c1ccc(CSCc2ccccc2Cl)o1	-2	4	-7	5	-5	5	20	-4	8	1	-11

(continued)
molecule	TLR9-MyD88 block	TWEAK-Fn14 inh	NCOA2 inhibitor	SRC1 inh	NOD2 RIPK2 PPI	LRH-1 inv ag	COUP-TFII inh	EBV LMP1 NFkB	SRC3 inh	TROY NFkB inh	TRAIL sens C8
CCOCCCNC(=O)/C(C#N)=C/c1ccc(C(=O)OC)cc1	9	6	2	-27	-17	-4	7	3	9	-8	-4
CCCCc1c(O)nc(SCC(=O)N2CCOCC2)[nH]c1=O	1	4	-18	-5	-1	-15	10	-6	12	-13	-13
Cc1cccc(NC(=O)N2CCC(C(=O)c3ccc(F)cc3)CC2)c1	3	-8	14	-4	0	3	10	-5	0	-10	-16
Cc1ccccc1NC(=O)Cn1c(=O)n(Cc2ccccc2)c(=O)c2c(C)c(C)sc21	-8	5	0	-9	5	0	5	-3	7	7	8
CCOC(=O)CNC(=O)/C(=C\c1ccc(F)cc1)NC(=O)c1ccccc1	17	-8	12	-1	0	2	-14	-1	16	0	-6
CCOC(=O)C(C)Sc1ccc2nnc(CCNS(=O)(=O)c3ccccc3)n2n1 (stereo not drawn)	7	-5	-19	-1	-10	-1	13	-1	1	-26	0
CC(=O)Nc1ccc2nc(NS(=O)(=O)c3ccc(C)cc3)sc2c1	-1	-7	-2	-27	8	-15	-9	-2	6	0	-2
CC(C)CC(=O)NC(=S)Nc1ccccc1C(=O)Nc1ccccc1	-10	-7	6	-6	-2	0	-12	1	-1	-16	-25
CC1CCN(S(=O)(=O)N2CCC(C(=O)NC3CCCC3)CC2)CC1	7	-4	11	16	-4	8	-9	1	19	-4	-3
O=C(c1ccc(OC2CCN(Cc3ccccn3)CC2)cc1)N1CCCCCC1	-6	12	20	-12	-7	4	-7	-2	13	-8	-13
COc1ccc2cnn(-c3ccc(OC(F)(F)Cl)cc3)c(=O)c2c1OC	-1	-32	-71	-8	0	-20	4	4	8	-23	-13
CC1(C(=O)Nc2cnc3ccccc3c2)CCN1Cc1ccc(OC(F)(F)F)cc1 (stereo not drawn)	x	7	-23	-7	13	-7	5	x	-14	-1	9
CCOC(=O)C1=C(CS(=O)(=O)c2ccc(F)c(C)c2)NC(=O)NC1c1ccc(O)c(O)c1 (stereo not drawn)	-6	-3	1	12	-10	-7	7	7	1	3	-9
Cc1[nH]c2ccccc2c1C(=O)CSc1nc2ncc(Cl)cc2[nH]1	-2	-2	-47	-5	-2	7	3	-18	2	-20	-14
N#Cc1c(-c2cccs2)cc(C2CC2)nc1SCC(N)=O	2	-6	-14	-26	9	19	-15	-5	12	-4	20
CCOc1ccc(C(=O)OCC(=O)NC(C)C)cc1	-1	1	8	-2	-5	-2	-8	-15	8	-7	2
Cc1ccc(NC(=O)CSCC(=O)Nc2ccc(S(=O)(=O)N3CCOCC3)cc2)cc1	1	-2	-13	-19	2	11	5	-5	-8	3	-9
CCn1c(SCC(=O)c2cc(C)n(-c3ccc(C(=O)OC)cc3)c2C)nnc1-c1cccnc1	-4	21	4	-6	4	-33	-1	3	14	8	7

Part of the list above in order of molar mass, ascending:
molecule	TLR9-MyD88 block	TWEAK-Fn14 inh	NCOA2 inhibitor	SRC1 inh	NOD2 RIPK2 PPI	LRH-1 inv ag	COUP-TFII inh	EBV LMP1 NFkB	SRC3 inh	TROY NFkB inh	TRAIL sens C8
CCOc1ccc(C(=O)OCC(=O)NC(C)C)cc1	-1	1	8	-2	-5	-2	-8	-15	8	-7	2
Cc1[nH]c2ccccc2c1C(=O)CSc1nc2ncc(Cl)cc2[nH]1	-2	-2	-47	-5	-2	7	3	-18	2	-20	-14
CCn1c(SCC(=O)c2cc(C)n(-c3ccc(C(=O)OC)cc3)c2C)nnc1-c1cccnc1	-4	21	4	-6	4	-33	-1	3	14	8	7
